# Bioassay records as filed in PubChem.
# Dynein transport: blocks dynein driven cargo transport along microtubules; 220,000 tested, 0.47% active; 3617.4 mouse cells, GR-EGFP nuclear translocation imaging; test concentration mostly 20 µM; stimulated with dexamethasone, 1 µM; active compounds read low; AID 1381; z-score, hits read low;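 active = plate z-score of nuclear minus cytoplasmic receptor signal below a set negative limit, without overly bright fluorescence or cell loss, cut at about -3.5 in these data, passing the limit was not always enough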;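 also: z-score of nuclear minus cytoplasmic ring GR-EGFP intensity difference per well; some compounds called inactive have numbers as strong as hits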
#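 Schedule: 48 h induction, then 1 h compound, then 30 min agonist, 37 °C. Buffer or medium: tetracycline-free induction medium containing charcoal-stripped FBS. Reagent: 1.0 µM final dexamethasone stimulus. Evaluation: nuclear versus cytoplasmic GR-EGFP signal, averaged per well. Signal: high-content fluorescence imaging after fixation.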
# M1AAP inhibition: malaria alanyl aminopeptidase activity blockers – biochemical, fluorogenic H-Leu-NHMec substrate, 1536-well (AID 1445); recombinant M1AAP, H-Leu-NHMec fluorogenic kinetic assay; higher % means a stronger effect; one-dose inhibition, % at 30 µM; IC50 in µM for titrated hits; 220,000 tested, 0.42% active;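 active = primary inhibition above the hit cutoff, then over 50% inhibition at one or more dose response concentrations, cut at about 23% in these data, passing the limit was not always enough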;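 also: plate controls were DMSO full reaction for no effect and no enzyme background for full effect; strong numbers were not always called active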
# P. falciparum M17LAP: P. falciparum M17LAP inhibitors, primary screen, biochemical, fluorogenic H-Leu-NHMec substrate, 1536-well (AID 1619); inhibition, % at 30 µM, or IC50 in µM where a hit was titrated; 220,000 tested, 0.38% active; recombinant M17LAP, H-Leu-NHMec fluorogenic kinetic assay; higher % means a stronger effect;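 active = compound inhibiting the enzyme by more than half at any dose during confirmatory dose-response retesting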;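 also: plate controls were full reaction with DMSO carrier for no effect and no enzyme background for full effect; strong numbers were not always called active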
# UTI89 phage lysis: inhibition of K1F phage lysis, E. coli UTI89, bacterial capsule biogenesis inhibitors, alamar blue (AID 488966); E. coli UTI89 K1F phage lysis, alamar blue, 2 h; higher % means a stronger effect; inhibition, % at 100 µM; hits with a dose series show IC50 in µM; 340,000 tested, 0.02% active;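 active = phage lysis inhibition, versus mean bacterial control, above a set limit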;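 also: capsule biogenesis inhibitors block K1F phage lysis so surviving cells raise fluorescence; higher fluorescence means more inhibition of phage lysis; actives were called in the ten point dose series up to 300 µM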
# Ins promoter up: MIN6 insulin promoter up-regulation; MIN6 insulin promoter-GFP reporter, high-content imaging; active compounds read high; z-score at 5 µM; 190,000 tested, 0.3% active;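 active = z-score above 3 at 5 µM with at least 500 cells counted in the well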
# MT stabilizer: stabilizes microtubules in HeLa cells. HeLa tubulin immunostaining HCS, 24 h; share of cells brighter than vehicle mean+2SD. 200,000 tested, 0.83% active. % tubulin-high responders, % at 10 µM;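 active = plate Z-score above 3 for both tubulin-high and condensed-nucleus cell shares, with cell loss under 80%, at 10 µM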;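 also: anti alpha tubulin signal scored within the nucleus-defined area of each cell; some results filed as inactive read as strong as hits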
# Autophagy mod: autophagy modulation, high-content screen | AID 463193 | calls only at 10 µM (by protocol) | 190,000 tested, 0.98% active | MEF GFP-LC3 puncta imaging; test concentration mostly 10 µM;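 active = percentage of spot-positive cells more than 3 SD above its plate mean, without a fluorescence outlier flag or 80% toxicity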;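 also: spot-positive cell cutoff set from DMSO-treated cells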
# b-catenin transl: alters nuclear translocation of beta-catenin in HeLa cells | immunofluorescence imaging | nuclear translocation activity, % at 5 µM | 190,000 tested, 0.3% active | AID 1665;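 active = nuclear translocation activity above 50% at 5 µM, with a well cell count of 50 or more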;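 also: per-cell ratio of nuclear to cytoplasmic median beta-catenin stain intensity; plate controls were DMSO negative control for no effect and GSK-3 inhibitor IX positive control for full effect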
#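 Test system: human HeLa cells, endogenous beta-catenin. Times: 24 h compound exposure, 37°C. Measured by: beta-catenin immunofluorescence imaging with DAPI.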
# ER stress rescue: protection against thapsigargin-triggered cell killing – 384-well, CSM14.1, ATP luminescence, primary screen (AID 1222); CSM14.1 thapsigargin-induced death rescue, ATP luminescence; higher % means a stronger effect; cellular ATP content (survival), % at 20 µM, or EC50 in µM where a hit was titrated; 190,000 tested, under 10 active;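 active = EC50 below 50 µM in the dose-response confirmation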;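 also: death triggered by thapsigargin at about 15 µM added after 2 h compound pretreatment; cell ATP read after overnight thapsigargin exposure of roughly 18 to 22 hours; normalized against plate controls of thapsigargin alone and 5% DMSO vehicle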
# Dynein transport cytoplasmic EGFP: second read-out of Dynein transport, no call of its own (marks repeat the call); z-score; measured here: cytoplasmic GR-EGFP intensity; active compounds read high
# Dynein transport nuclear GR-EGFP: recorded beside Dynein transport, whose call it bears; z-score; measured here: nuclear GR-EGFP intensity;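 lower value marks the stronger effect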
# Dynein transport cell count: recorded beside Dynein transport, whose call it bears; z-score; measured here: cell count per field
# Ins promoter up cell count: second read-out of Ins promoter up, no call of its own (marks repeat the call); cell count; measured here: cytotoxicity, nuclei count;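 total cells summed across four imaged fields per well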
# b-catenin transl cell count 5 µM: recorded beside b-catenin transl, whose call it bears; cell count; measured here: cell count, cytotoxicity flag
# MT stabilizer Hoechst-high %: recorded beside MT stabilizer, whose call it bears; % Hoechst-high responders; measured here: nuclear condensation Hoechst responders;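 share of cells brighter than vehicle mean plus two SD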
# MT stabilizer cytotoxicity %: further read-out of MT stabilizer, marked with its call; toxicity, %; measured here: cytotoxicity by cell density;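 0% = mean cell density of plate MIN control wells and 100% = no cells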
# Autophagy mod cell loss 18 h: second read-out of Autophagy mod, no call of its own (marks repeat the call); toxicity, %; measured here: cell loss, nuclei count;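 cell loss after 18 h compound exposure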
# The depositor's hits bear a star; i = inactive; nt = no result given; [ ] = dose if it differs, or a comment. Hits appear at their usual frequency (roughly 2.9% active in at least one column).
SMILES,Dynein transport,Dynein transport cytoplasmic EGFP,Dynein transport nuclear GR-EGFP,Dynein transport cell count,M1AAP inhibition,P. falciparum M17LAP,UTI89 phage lysis,Ins promoter up,Ins promoter up cell count,MT stabilizer,MT stabilizer Hoechst-high %,MT stabilizer cytotoxicity %,Autophagy mod,Autophagy mod cell loss 18 h,b-catenin transl,b-catenin transl cell count 5 µM,ER stress rescue
CCC(=O)Nc1cccc(NC(=S)NC(=O)Cc2ccccc2)c1,-0.17,-0.22,0.31,0.55,8%,4%,0.4%,-0.66,1544,1.7,1.0,8.2,i,5,3.0,1425,-1.2%
COc1ccc(C)cc1NC(=O)NCc1ccccn1,0.0014,-0.068,0.16,0.42,10%,-2%,-0.5%,0.08,1723,1.0,2.2,8.7,i,-8,-5.6,1137,-0.1%
COc1ccccc1S(=O)(=O)Cc1ccc(C(=O)N2CCN(c3ccccc3)CC2)o1,-0.41,-0.13,-0.093,0.32,8%,2%,1.5%,0.07,1118,1.7,1.7,7.0,i,-8,-3.9,903,-0.5%
O=C(NCC1CCCO1)[C@@H]1CSC2c3ccccc3C(=O)N21 (stereo partly specified),1.2,-0.17,1.2,-1.3,13%,3%,0.4%,1.6,977,3.0,1.3,2.4,i,5,-4.2,913,1.2%
O=Cc1ccc(OC(=O)c2cccnc2)cc1,-0.023,-0.29,0.59,0.76,5%,7%,0.0%,nt,nt,5.1,2.7,7.8,i,10,-2.9,831,-1.2%
COc1ccccc1NS(=O)(=O)c1cccc(NC(=S)NCCN2CCOCC2)c1,-0.69,-0.15,-0.73,0.65,2%,-2%,2.3%[50 µM],1.3,1245,2.3,2.0,6.5,i,20,-4.1,582,-1.0%
CCC(C)NC(=O)Cn1c(=O)n(CCCCCC(=O)Nc2ccccc2)c(=O)c2sccc21 (stereo unspecified),0.43,-0.24,0.66,-0.75,4%,-6%,1.5%[50 µM],0.32,1324,1.6,1.9,9.9,i,-1,-0.9,1165,-1.9%
CC(C)(C)C(=O)Nc1nc(-c2ccc3c(c2)OCO3)cs1,0.81,0.13,0.54,0.009,-12%,-8%,0.4%,-0.87,965,2.4,1.2,9.1,i,1,nt,nt,-2.9%
COC(=O)c1cc(Br)c(=O)n(-c2ccccc2OC)c1,0.043,-0.19,0.2,-0.085,2%,7%,1.4%,0.8,1125,1.9,1.8,16,i,-4,-3.9,1225,-1.4%
CC(C)CN(CCNC(=O)CC1Oc2ccccc2NC1=O)CC(C)C (stereo unspecified),2,-0.011,1.5,-1,1%,13%,-0.5%,0.24,987,2.5,4.7,6.6,i,-1,nt,nt,-0.7%
Cc1cc(C(=O)NCCN2CCN(c3cccc(Cl)c3)CC2)n(-c2ccccc2)n1,0.1,-0.12,0.27,0.011,2%,13%,0.1%,1.8,833,14,75,31,i,11,59*,429*,nt
Cc1nn(CCc2n[nH]c(=S)n2-c2cccc(Cl)c2)c(C)c1[N+](=O)[O-],0.33,-0.22,0.65,0.95,-2%,12%,-1.0%,0.33,938,1.2,1.0,4.9,i,44,-6.3,1129,0.7%
CCOC(=O)N1CCN(C(=S)Nc2ccccc2C)CC1,-0.36,-0.25,-0.045,0.13,0%,-3%,0.0%,0.28,1292,1.7,2.4,6.2,i,-11,0.4,905,0.4%
COC(=O)C1SCC2C(=O)N(Cc3ccccc3)CC(=O)N21 (stereo unspecified),2.6,-0.18,1.2,-0.2,-9%,24%,0.2%,-0.04,1248,3.2,1.3,7.0,i,-12,-0.2,1098,-14%
O=C(O)C1CSC2(c3ccc(Br)cc3)CCC(=O)N12 (stereo unspecified),1.2,-0.13,1.5,-1.8,-6%,-2%,0.4%,1.6,1281,1.4,1.5,3.7,i,-4,-3.8,1050,-0.3%
O=C(N/N=C/c1cccnc1)c1ccc(CN2c3cccc4cccc(c34)S2(=O)=O)cc1,-1.3,-0.21,-1,1,4%,-1%,-0.5%,0.42,1660,1.7,3.2,1.3,i,-3,-1.7,1032,-0.1%
Cn1nc(-c2ccccc2)c(C(O)c2ccccc2C(F)(F)F)c1Cl (stereo unspecified),-0.19,-0.23,-0.63,0.44,9%,-5%,0.3%,0.93,1886,1.7,2.0,4.8,i,7,-2.5,1044,-1.0%
CCC(CC)C(=O)NCCN1CCN(C(=O)C(CC)CC)CC1,-1.5,-0.16,-0.59,0.8,3%,-15%,2.3%,0.21,1481,2.8,1.2,4.6,i,0,-0.4,1332,-0.7%
Cc1[nH]n(-c2cccc(Cl)c2)c(=O)c1-c1ccccc1,2.2,-0.12,1.1,-0.87,13%,23%,i,nt,nt,1.4,2.0,9.8,i,6,1.8,1053,-3.7%
COc1cc(C2Nc3ccc4ncccc4c3C3=C2C(=O)CCC3)cc(OC)c1OC (stereo unspecified),1.1,-0.22,0.99,-0.35,nt,nt,-0.6%,0.2,1519,6.1,3.1,5.2,i,7,2.1,918,4.1%

# 3 compounds already listed, ordered by the value under Dynein transport nuclear GR-EGFP, high to low:
structure | Dynein transport nuclear GR-EGFP
O=Cc1ccc(OC(=O)c2cccnc2)cc1 | 0.59
Cc1cc(C(=O)NCCN2CCN(c3cccc(Cl)c3)CC2)n(-c2ccccc2)n1 | 0.27
O=C(N/N=C/c1cccnc1)c1ccc(CN2c3cccc4cccc(c34)S2(=O)=O)cc1 | -1

# Next results.
SMILES,Dynein transport,Dynein transport cytoplasmic EGFP,Dynein transport nuclear GR-EGFP,Dynein transport cell count,M1AAP inhibition,P. falciparum M17LAP,UTI89 phage lysis,Ins promoter up,Ins promoter up cell count,MT stabilizer,MT stabilizer Hoechst-high %,MT stabilizer cytotoxicity %,Autophagy mod,Autophagy mod cell loss 18 h,b-catenin transl,b-catenin transl cell count 5 µM,ER stress rescue
CC(C)CN1CCN(Cc2cccc3nccnc23)CC1CCO (stereo unspecified),0.03,-0.23,-0.031,0.3,1%,-2%,0.0%,-0.3,1411,4.2,1.6,5.9,i,19,0.0,1121,-2.6%
CC(C)(C)NC(=O)C1CN(S(=O)(=O)c2ccccc2)CCN1S(=O)(=O)c1ccccc1 (stereo unspecified),-0.55,-0.099,0.2,0.17,3%,3%,7.1%,-0.15,1094,2.6,2.6,9.4,i,-15,-4.2,865,-1.3%
COCCNC(=O)C1CC(=O)N(C2CCCCC2)C1 (stereo unspecified),-0.7,-0.2,-0.36,0.76,-1%,5%,2.3%,0.1,1468,3.0,1.5,3.1,i,-5,-0.3,1452,-1.1%
CCCn1nnnc1SCC(=O)c1ccc(NC(C)=O)cc1,-0.6,-0.3,-0.05,0.45,1%,5%,2.6%,nt,nt,5.5,3.4,3.6,i,12,-3.2,927,-0.6%
CC1CN(C(=O)c2cccc(COc3ccccc3Cl)c2)CC(C)O1 (stereo unspecified),1.1,-0.27,1,-0.39,-1%,3%,-0.1%,-1.5,1728,5.1,1.4,16,i,12,1.5,1035,0.0%
COCCNC(=O)C1CC(c2ccc([N+](=O)[O-])cc2)=NO1 (stereo unspecified),-0.45,-0.23,0.22,0.6,4%,15%,0.6%,-0.23,1407,4.2,2.4,5.8,i,-35,-0.4,1417,-3.1%
O=C(C(NS(=O)(=O)c1cccc2nsnc12)c1ccccc1)N1CCN(c2ccccc2)CC1 (stereo unspecified),1,-0.085,0.69,-0.87,6%,-6%,-0.3%,0.88,1015,7.0,1.1,7.9,i,11,nt,nt,0.3%
CCCCOC(=O)Oc1ccc2c(=O)c(Oc3cccc(C)c3)coc2c1,-0.41,-0.3,-0.48,0.62,-6%,-1%,4.5%,-0.16,1385,2.1,2.8,2.1,i,6,-0.5,990,2.4%
O=C(NC(=S)Nc1ccc(S(=O)(=O)N2CCCC2)cc1)C1CC1,-0.4,-0.32,-0.096,0.62,3%,1%,-0.5%,0.03,1545,3.2,1.9,7.5,i,-25,0.5,1483,-0.1%
CSc1nc2ccc3nc(NC(=O)c4ccc(Cl)s4)sc3c2s1,-0.25,-0.28,-0.15,0.6,-1%,-6%,3.4%,-0.91,1789,5.2,3.1,4.3,i,5,-2.3,1107,-0.2%
O=c1[nH]c(=O)n(C(c2ccccc2)c2ccccc2)cc1Br,-0.27,-0.27,-0.11,0.48,5%,4%,0.0%,-1.1,1155,2.2,1.9,9.8,i,0,0.2,1111,-0.8%
C=CCn1c(SCc2nc3ccccc3c(=O)[nH]2)nc2sc3c(c2c1=O)CCCC3,1.5,-0.2,0.72,-0.84,2%,-8%,nt,-0.32,1305,nt,nt,nt,nt,nt,1.2,972,nt
COc1ccccc1OCCNc1cc(N2CCOCC2)ccc1[N+](=O)[O-],0.28,-0.19,-0.16,-0.92,10%,1%,2.0%,0.19,1901,1.5,1.6,5.3,i,-23,-1.2,1034,-0.4%
O=C(O)CCSCCC(=O)O,0.44,-0.2,0.68,0.12,-1%,5%,-0.2%,0.09,1155,2.0,1.4,5.6,i,2,nt,nt,-2.4%
COc1ccc(OC)c(/C=N/NC(=O)Cn2ccnc2C)c1,0.31,-0.12,0.082,0.6,8%,-280%,-0.1%,-0.17,1480,nt,nt,nt,nt,nt,-1.5,1276,nt
O=C(C1=C[C@H](c2ccccc2)C[C@H](OCc2ccc(CO)cc2)O1)N1CCN(Cc2ccccc2)CC1,0.018,-0.23,0.29,-0.36,11%,-1%,1.4%,-0.49,1416,3.7,1.1,3.1,i,-3,-1.0,1151,3.3%
